ARNT TACC3 PPI – disruptors of ARNT/TACC3 protein interaction, primary screen, biochemical, AlphaScreen, single concentration. inhibition, % at 9.99 µM. AlphaScreen His-ARNT PAS-B/GST-TACC3 binding, luminescence; TACC3 fragment carries E629A point mutation. Transforming acidic coiled-coil-containing protein 3 (Homo sapiens), Q9Y6A5. 0.66% of 390,000 active;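 active means mean inhibition of replicates at least 50% and at least half of replicates each reaching 50%; inconclusive means half or more replicates reach 50% but mean below 50%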;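 further: 0% = complete ARNT plus TACC3 wells and 100% = ARNT alone without TACC3; many hits fall short of the cut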
SIRT5 block – SIRT5 desuccinylase inhibitors, primary screen, biochemical, fluorescence imaging, single point, set 5 | NAD-dependent protein deacylase sirtuin-5, mitochondrial (Homo sapiens), Q9NXA8 | inhibition, % at 15 µM | AID 652115, 2013 | Purified SirT5, succinyl-peptide AMC, trypsin-coupled fluorescence | 1.1% of 330,000 active; in the data active means inhibition above about 15%; inconclusive means no clear call, values can overlap the other calls
Target sequence (Q9NXA8 whole entry, looked up): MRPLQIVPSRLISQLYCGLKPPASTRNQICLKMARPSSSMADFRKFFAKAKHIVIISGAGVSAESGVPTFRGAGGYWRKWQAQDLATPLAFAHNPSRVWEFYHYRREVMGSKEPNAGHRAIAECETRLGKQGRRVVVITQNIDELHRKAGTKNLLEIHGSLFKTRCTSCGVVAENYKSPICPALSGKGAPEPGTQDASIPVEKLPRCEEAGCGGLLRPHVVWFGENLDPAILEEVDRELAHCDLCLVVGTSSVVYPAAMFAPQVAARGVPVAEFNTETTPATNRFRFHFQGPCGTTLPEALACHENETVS
esBAF inh – Bmi1 luciferase reporter increase in mESCs, primary screen, esBAF inhibitor project, mouse ES cells, Bmi1 luciferase knock-in, single point. 24 h; 100% = twice the neutral-well signal. reporter increase, % at 12.5 µM. 2% of 350,000 active; in the data active means activation above about 40%; inconclusive means no clear call, values can overlap the other calls;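 further: 0% = median of the plate's neutral control wells and 100% = double that signal; a rise in the Bmi1 reporter signal indicates esBAF inhibition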
Cneo AK release – Cryptococcus neoformans cell lysis inducers, primary screen, AK release luminescence, single concentration; C. neoformans lysis, adenylate kinase release luminescence, 4 h; normalised: neutral wells 0, clomiphene wells 100; lysis activity, % at 15 µM; 0.2% of 360,000 active; AID 651654, 2012;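 active means mean lysis activity across replicates of at least 80%, whatever share of replicates individually reach that level; inactive means mean lysis activity below 80%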
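Signal: Adenylate kinase release luminescence | Assay system: Log-phase Cryptococcus neoformans yeast cells | Input: Cells at 5 × 10^6 per mL | Buffer or medium: Fresh YPD growth medium | Compound: Single dose | Schedule: Static 4 h at 37 °C with compound, 1 h detection | Controls: Clomiphene | Read-out: Luminescence rise reflecting yeast cell lysis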
Statin myotox sup – suppressors of statin myotoxicity in C2C12 myotubes, primary screen, cell-based, single point, plate reader | C2C12 myotubes + simvastatin, ATP luminescence, 48 h; scaled: DMSO 0, geranylgeraniol control 100 | AID 602340, 2012 | rescue of ATP level, % at 7.49 µM | 0.78% of 330,000 active;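 active means mean ATP rescue above about 67%, or every replicate alone reaching that limit, limit read from the data, passing the limit was not always enough; inconclusive means no clear call, values can overlap the other calls; inactive means mean under the limit and some replicate under it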;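 further: myotubes were challenged with 10 µM simvastatin during compound exposure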
miR-122 sensor – miR-122 Renilla sensor signal increase in Huh7, primary screen, miR-122 inhibitor project, cell-based, single point, plate reader; activation (reporter increase), % at 12.5 µM; Huh7 miR-122 Renilla luciferase sensor, 48 h; neutral wells = 0, positive control = 100; 0.3% of 340,000 active;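 active means mean replicate activation score at least 90 and every replicate individually at or above 90; inconclusive means only one of the two criteria met; inactive means neither criterion met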;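 further: higher luciferase means less miR-122 activity so hits act as miR-122 inhibitors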
ERp5 block – inhibitors of ERp5-driven insulin aggregation, primary screen, biochemical, turbidity, absorbance 650 nm, single point | Protein disulfide-isomerase A6 (Homo sapiens), Q15084 | 90 min | inhibition, % at 9.99 µM | 0.05% of 350,000 active | AID 651711, 2012;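 active means mean replicate inhibition above about 25%, with every replicate also reaching it, limit read from the data, passing the limit was not always enough; inconclusive means only one of those two criteria met; inactive means neither criterion met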
Target sequence (Q15084 whole entry, looked up): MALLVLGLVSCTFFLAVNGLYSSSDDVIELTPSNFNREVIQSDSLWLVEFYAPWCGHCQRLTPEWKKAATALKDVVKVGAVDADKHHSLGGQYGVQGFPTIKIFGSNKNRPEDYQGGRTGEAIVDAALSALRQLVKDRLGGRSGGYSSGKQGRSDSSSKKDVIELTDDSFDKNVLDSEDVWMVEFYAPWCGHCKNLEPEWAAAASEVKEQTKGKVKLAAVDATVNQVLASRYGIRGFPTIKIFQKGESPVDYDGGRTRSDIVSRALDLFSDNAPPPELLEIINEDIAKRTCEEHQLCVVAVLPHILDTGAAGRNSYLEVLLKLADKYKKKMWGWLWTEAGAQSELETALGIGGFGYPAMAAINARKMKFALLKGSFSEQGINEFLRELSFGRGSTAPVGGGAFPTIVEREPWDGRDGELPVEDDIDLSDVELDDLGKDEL
* = called active by the depositor; ? = inconclusive; · = no result given; [ ] = another dose, or the depositor's remark. This is a random part of the collection; any-hit rate near 4%.

Results follow in this order: ARNT TACC3 PPI	SIRT5 block	esBAF inh	Cneo AK release	Statin myotox sup	miR-122 sensor	ERp5 block
O=C(NCc1ccon1)C1CCC(=O)N(CCc2cccc(F)c2)C1 (stereo unspecified)
    -2	-6	·	0	·	-6	-22
CCOC(=O)C1=C(C)Nc2nc(SCc3cccnc3)nn2C1c1ccc(OC)cc1 (stereo unspecified)
    -5	·	-1	3	4	-3	3
CCN(CC)C(=O)CSc1nc(N)c(C#N)c(-c2cccs2)c1C#N
    5	·	-2	8	0	9	·
CCc1ccc(NC2=NCC(=O)N2c2ccc3c(c2)OCCO3)cc1
    -16	3	-3	-1	2	1	-2
Nc1ccc(-n2nnnc2-c2ccco2)cc1
    -3	·	-6	14	-7	-14	·
Cc1nn(CC(=O)Nc2ccc(N3CCOCC3)cc2)c(C)c1Cl
    3	1	9	-1	14	-3	-3
COc1ccc(Cl)cc1C(=O)NNC(=O)CCNC(C)=O
    -17	-1	1	-1	8	3	3
O=C(Oc1cccc(NC2=NS(=O)(=O)c3ccccc32)c1)c1cccnc1
    -3	-1	·	·	·	·	-12
Cc1nn(-c2nc3ccccc3s2)c(N)c1-c1ccccc1
    -9	-2	95*	-29	7	10	5
CNC(=O)C[C@H]1CC[C@@H]2[C@H](COc3ccc(NC(=O)Nc4c(C)noc4C)cc3C(=O)N2C)O1
    -11	·	0	-2	5	21[16.7 µM]	·
Cc1ccc(S(=O)(=O)NC2CCCC2)cc1C(N)=O
    -1	-8	·	-1	·	-2	7
O=C(c1ccc([N+](=O)[O-])o1)N1CCc2ccccc21
    6	0	10	-2	34	2	-1
C[C@H](CO)N1C[C@H](C)[C@H](CN(C)C(=O)Nc2cccc(F)c2)Oc2ncc(C3=CCCCC3)cc2C1=O
    -2	4	1	10	-8	-18[16.7 µM]	8
CC(C)NC(=O)N1CCCCN2[C@H](CO)[C@H](c3ccc(C#C[C@@H](C)O)cc3)[C@H]2C1
    1	·	·	-1	·	3[16.7 µM]	-6
OCCC1CN(Cc2cnn(-c3ccccc3Cl)c2)CCN1Cc1ccsc1 (stereo unspecified)
    2	-3	·	·	·	·	3
C[C@H](CO)N1C[C@H](C)[C@H](CN(C)S(C)(=O)=O)Oc2ccc(NS(=O)(=O)c3ccc(F)cc3)cc2CC1=O
    -2	1	6	2	50	2[16.7 µM]	-6
Cn1c(SCC(=O)Nc2nc(C(C)(C)C)cs2)nnc1C1CC1
    -1	0	·	·	·	·	-4
Cc1ccc(-c2nnc(N(C)C(=O)c3ccncc3)s2)cn1
    ·	·	4	2	-4	-6	·
Cc1ccc(S(=O)(=O)N2CCN(Cc3cc(C(C)C)ccc3O)CC2)cc1
    0	·	2	-1	-1	-7	·
CC(=NNC(=O)Cn1ccc(C(F)(F)F)n1)c1ccc(-n2ccnc2)cc1
    ·	-2	7	·	2	24	2
O=C(Cc1ccccc1)N[C@@H]1CC[C@@H](CC(=O)N2CCCCC2)O[C@H]1CO
    ·	2	3	7	0	·	-1
Cc1ccc(C(=O)OCC(=O)Nc2c(C)n(C)n(-c3ccccc3)c2=O)cc1[N+](=O)[O-]
    0	·	1	·	0	3	3
CN(Cc1ccccc1)C(=O)c1ccc(Nc2nc(C(N)Cc3ccc(C(F)(F)F)cc3)cs2)nc1 (stereo unspecified)
    ·	-2	-84	2	-14	-21	10
CC(C)C(NC(=O)c1ccc(F)cc1)C(=O)OCC(=O)N1CC(=O)Nc2ccccc21 (stereo unspecified)
    -5	·	·	2	·	0	·
Cc1ccc(NC(=O)CCCc2c[nH]c3ccccc23)nc1
    -7	-1	-3	-1	0	-2	0
O=C(CCc1ccccc1)NNC(=O)COc1ccc([N+](=O)[O-])cc1
    -7	3	0	0	12	3	2
NS(=O)(=O)c1ccc(NNC(=O)c2cccs2)cc1
    0	-4	·	·	·	·	-7
COc1ccc(NC(=O)Nc2ccc3c(c2)CC(=O)N([C@H](C)CO)C[C@@H](C)[C@H](CN(C)Cc2ccc(C(F)(F)F)cc2)O3)cc1
    7	·	1	-1	-4	-10[16.7 µM]	·
CN(C(=S)Nc1ccccc1)c1ccccc1
    1	·	8	-1	-39	7	·
CO[C@H]1CN(C)C(=O)c2ccc(NC(C)=O)cc2OC[C@@H](C)N(CC2CC2)C[C@@H]1C
    -1	-1	-6	1	-15	-5[16.7 µM]	1
CNc1nc2ccccc2n1CC(=O)c1ccccc1
    -5	-1	36	1	-2	0	2
COCCN1C[C@@H](CO)O[C@@H](n2cnc3c(NC4CCC4)ncnc32)C1
    ·	-2	0	-3	-3	-8	3
COc1ccccc1C(=O)NC(CCSC)C(=O)NCC(c1ccccc1OC)N1CCCC1 (stereo unspecified)
    -1	2	-2	-1	-9	2	-3
COc1cc2ccccc2cc1C(=O)Nc1ccncc1
    4	-5	60*	-1	-33	-2	-2
O=C(CCCN1C(=O)c2ccccc2C1=O)NCc1cccnc1
    2	·	-12	1	1	0	·
O=C([C@@H]1[C@@H](CO)[C@@H]2Cn3c(ccc(/C=C/c4ccccc4)c3=O)[C@H]1N2)N1CCCCC1
    -18	-119	2	0	21	5[16.7 µM]	2
O=C(COC(=O)c1cc(=O)[nH]c(=O)[nH]1)Nc1ccccc1F
    -6	-6	-4	0	4	4	-3
CN(C)C(=O)c1ccc(-c2n[nH]c(=O)c3ccccc23)cc1
    -7	-1	·	·	·	·	1
COc1ccc(CNC(=O)COC(=O)Cc2ccsc2)cc1
    -3	-4	-7	13	3	0	2
C[C@@H]1CN([C@H](C)CO)C(=O)c2cc(NC(=O)Cc3ccccc3)ccc2O[C@@H](C)CCCCO[C@H]1CN(C)C(=O)c1ccccc1
    -12	1	5	0	·	5[16.7 µM]	3

2 records drawn at random from the list so far, as already listed:
Results follow in this order: ARNT TACC3 PPI	SIRT5 block	esBAF inh	Cneo AK release	Statin myotox sup	miR-122 sensor	ERp5 block
CN(C(=S)Nc1ccccc1)c1ccccc1
    1	·	8	-1	-39	7	·
O=C([C@@H]1[C@@H](CO)[C@@H]2Cn3c(ccc(/C=C/c4ccccc4)c3=O)[C@H]1N2)N1CCCCC1
    -18	-119	2	0	21	5[16.7 µM]	2

(list continues)
Results follow in this order: ARNT TACC3 PPI	SIRT5 block	esBAF inh	Cneo AK release	Statin myotox sup	miR-122 sensor	ERp5 block
Cc1ccc(CCNC(=O)C2CC(=O)N(C3CCCCC3)C2)cc1 (stereo unspecified)
    -1	-2	-3	1	7	7	3
C[C@@H]1CCCCO[C@@H](CN(C)C(=O)c2ccccc2)[C@H](C)CN([C@@H](C)CO)C(=O)c2cc(NC(=O)NC3CCCCC3)ccc2O1
    -4	4	-3	-1	?	-2[16.7 µM]	-2
CCOC(=O)C1CCN(C(c2cccs2)c2sc3nc(C)nn3c2O)CC1 (stereo unspecified)
    2	11	2	-2	-15	5	-1
CO[C@H]1CN(C)C(=O)c2cc(NS(C)(=O)=O)ccc2OC[C@@H](C)N(C(=O)C2CCOCC2)C[C@H]1C
    3	7	-1	-3	-8	·	-5
CCCOC(=O)/C(=C\C=C\c1ccccc1)NC(=O)c1ccccc1
    -2	2	·	·	·	3	-1
CCOC(=O)CSc1nc(C2CC2)cc(-c2ccc(F)cc2)c1C#N
    -4	·	7	-4	-1	-2	·
CC(C)NC(=O)Nc1ccc2c(c1)CC(=O)N([C@@H](C)CO)C[C@H](C)[C@@H](CN(C)C(=O)Nc1ccc3c(c1)OCO3)O2
    11	5	3	8	-16	0[16.7 µM]	-2
Cn1nccc1C(=O)c1ccc(Cl)cc1
    -5	·	-6	-5	0	-3	·
COc1cccc(OCCN2CCN(c3ncnc4c3cnn4-c3ccccc3)CC2)c1
    -2	·	4	-7	-6	19	·
CCC(=O)Nc1ccccc1N1CCN(c2ccc(F)cc2)CC1
    0	-1	1	0	-1	-3	4
Cc1cccc(C(=O)N2CCN(Cc3ccc4c(c3)OCO4)CC2)c1
    29	-3	-10	3	-1	-3	7
CC(C)[C@H](NC(=O)c1ccccc1Cl)C(=O)Nc1nc(-c2ccccn2)cs1
    58*	-9	-3	13	-11	-7	-3
CCCn1c(SCC(=O)NC2CCCCC2)nnc1-c1ccccn1
    18	4	·	-3	·	·	6
COc1cccc(C(=O)OCC(=O)N2CCc3ccccc3C2)c1
    -3	1	-8	1	0	·	0
CNC[C@H]1OCCCC[C@H](C)Oc2ccc(NC(=O)NC(C)C)cc2C(=O)N([C@@H](C)CO)C[C@H]1C
    10	8	·	0	·	-2[16.7 µM]	-2
COc1cccc(C(=O)NC2CC3CCCC(C2)N3CC(=O)Nc2ccccc2C(F)(F)F)c1 (stereo unspecified)
    -2	15	8	0	4	·	2
CCn1c(SCC(=O)N2CCOCC2)nnc1-c1cccs1
    -3	·	-7	0	-6	-6	·
CCN(CC)c1ccc(/C=N/N=C(N)N)c(O)c1
    48*	-3	·	·	·	·	8
Cc1ccc(NC(=O)NC2CCCCCCC2)cc1C
    6	-1	61*	1	5	2	0
CO[C@@H]1CN(C)C(=O)c2cc(NC(=O)NC3CCCCC3)ccc2OC[C@@H](C)N(C)C[C@H]1C
    -3	-3	0	1	-14	·	6
CN(C)c1ccc(C2NC(=O)c3ccccc3N2)cc1 (stereo unspecified)
    3	-3	-24	-5	-13	1	0
COc1ccccc1OCC(=O)Nc1c2c(nn1-c1ccc(C)cc1)CS(=O)(=O)C2
    -3	0	·	·	·	·	-1
C[C@H]1COC(=O)CC/C=C\C[C@H](CC(=O)N(CCO)Cc2ccccc2)C(=O)N1
    0	3	10	14	19	4	0
O=S(=O)(c1ccc(F)cc1)n1ccc2cccnc21
    -4	·	1	0	5	-6	·
Cc1c(CCOC(=O)c2ccc([N+](=O)[O-])cc2)sc[n+]1CC(=O)c1ccccc1
    24	-2	·	·	·	4	5
Cc1ccc(-n2cnn(-c3ccc([N+](=O)[O-])cc3[N+](=O)[O-])c2=O)cc1
    -9	-5	1	-1	-7	-1	-1
CN1CCN(c2ccc([N+](=O)[O-])cc2C(=O)c2ccc(Br)cc2)CC1
    1	·	-22	0	-28	3	·
Cc1ccc2c(c1)N(CC(=O)NCCCc1ccccc1)C(=O)c1cccnc1O2
    ·	·	0	-4	8	1	-1
CCCCNC(=O)Nc1ccnn1C1CCCCC1
    4	·	-10	0	10	8	·
Cc1ccccc1S(=O)(=O)N1CC[C@@H]2[C@H]1c1cc(Br)ccc1N(C)[C@H]2CO
    ·	·	1	-18	-43	8[16.7 µM]	·
CCCc1cc2c(cc1NC(=O)Cc1ccccc1)OCO2
    -12	-3	-2	-1	1	·	16
CCn1cc([N+](=O)[O-])c(C(=O)N2CCCC2)n1
    -17	·	-2	-2	·	-1	·
O=C(NCC(=O)N1CC(O)CC1C(=O)N1CCCC1C(=O)OCc1ccccc1)OCc1ccccc1 (stereo unspecified)
    -2	5	·	·	·	·	3
CCC(C(=O)OC)n1cnc2scc(-c3ccc(C)c(C)c3)c2c1=O (stereo unspecified)
    -4	8	4	0	-4	-5	-2
COc1ccc(/C=C/C(=O)OCC(=O)Nc2ccc(C)cc2)cc1S(=O)(=O)N1CCOCC1
    -2	1	·	8	·	-5	1

Screening results from PubChem BioAssay.
